NR2E3 ag-1 – agonists of human NR2E3 nuclear receptor; Q9Y5X4; CHO-S Gal4-NCOR/VP16-NR2E3 two-hybrid, luciferase; inhibition of corepressor binding, % at 3.98 µM; actives 0.35% (n = 360,000); AID 602229;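 active means inhibition above the mean of all tested compounds plus 3 SD, cut at about 70% in these data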;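 further: 0% = DMSO with NR2E3 transfected cells and 100% = cells lacking NR2E3 construct; higher means lower luciferase signal from less NR2E3 corepressor binding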
Target sequence (Q9Y5X4 whole entry, looked up, the tested form may be a part): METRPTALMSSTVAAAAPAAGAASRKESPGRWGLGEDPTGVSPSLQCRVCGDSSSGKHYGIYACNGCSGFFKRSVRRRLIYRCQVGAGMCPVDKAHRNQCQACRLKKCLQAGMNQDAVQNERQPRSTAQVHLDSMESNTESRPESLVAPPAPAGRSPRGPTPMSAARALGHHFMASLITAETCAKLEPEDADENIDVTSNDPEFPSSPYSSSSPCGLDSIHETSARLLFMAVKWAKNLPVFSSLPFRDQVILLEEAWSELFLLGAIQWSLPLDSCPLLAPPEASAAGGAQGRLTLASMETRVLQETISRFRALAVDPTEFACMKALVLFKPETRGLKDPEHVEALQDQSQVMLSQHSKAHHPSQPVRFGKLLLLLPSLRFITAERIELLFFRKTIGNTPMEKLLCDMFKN
aDG glyco act – alpha-DG glycosylation activation; Pro5-aDG cells, alpha-DG glycosylation AlphaScreen (IIH6); 0% Pro5, 100% B10-LARGE cell signal; activation, % at 10 µM; actives 0.22% (n = 360,000); AID 624168;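 active means activation of at least 8% versus controls, or a plate z-score of at least 8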;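 further: Pro5 are CHO cells carrying HIG-tagged alpha-DG that lacks glycosylation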
NR2E3 ag-2 – NR2E3 (human) agonism; Q9Y5X4; GST-NR2E3/biotin-RetCOR TR-FRET, 1536-well; inhibition of corepressor binding, % at 4.78 µM; actives 0.12% (n = 320,000); AID 2300;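 active means percent inhibition above the cutoff of mean plus 3 SD of all tested compounds, set per screening campaign, cut at about 20% in these data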;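 further: 0% = DMSO wells and 100% = biotin wells as full block of FRET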
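Test system: GST-NR2E3 and biotin-RetCOR proteins | Quantity: 1.35 nM GST-tagged NR2E3 final | Medium: Tris pH 7.5 | Also added: 7 nM biotin-RetCOR | Dosing: Compound at 4.8 µM, single dose | Timing: 5 h at 4 °C | Detection: Time-resolved FRET | Read-out basis: Percent inhibition | Benchmarks: Biotin wells as high control, 0.6% DMSO wells as low control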
HIF-2a inh – blocks HIF-2a reporter activity; 786-0 RCC cells HIF-2a reporter, luciferase luminescence, overnight; inhibition, % at 18.8 µM; actives 0.72% (n = 360,000); AID 624352;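 active means inhibition of the luminescence signal of 40% or more relative to plate controls, in a single-dose primary screen at 18.75 µM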
PDI turbidity – inhibitors of human protein disulfide isomerase; P07237; PDI insulin aggregation turbidity, A650, 90 min; inhibition, % at 10 µM; actives 0.052% (n = 350,000); AID 588391;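 active means mean inhibition across replicates of 30% or more, whatever share of single replicates reach that level; inconclusive means mean inhibition below 30% while every single replicate reaches 30%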;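 further: absorbance from insulin aggregation driven by PDI reduction with DTT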
Target sequence (P07237 whole entry, looked up): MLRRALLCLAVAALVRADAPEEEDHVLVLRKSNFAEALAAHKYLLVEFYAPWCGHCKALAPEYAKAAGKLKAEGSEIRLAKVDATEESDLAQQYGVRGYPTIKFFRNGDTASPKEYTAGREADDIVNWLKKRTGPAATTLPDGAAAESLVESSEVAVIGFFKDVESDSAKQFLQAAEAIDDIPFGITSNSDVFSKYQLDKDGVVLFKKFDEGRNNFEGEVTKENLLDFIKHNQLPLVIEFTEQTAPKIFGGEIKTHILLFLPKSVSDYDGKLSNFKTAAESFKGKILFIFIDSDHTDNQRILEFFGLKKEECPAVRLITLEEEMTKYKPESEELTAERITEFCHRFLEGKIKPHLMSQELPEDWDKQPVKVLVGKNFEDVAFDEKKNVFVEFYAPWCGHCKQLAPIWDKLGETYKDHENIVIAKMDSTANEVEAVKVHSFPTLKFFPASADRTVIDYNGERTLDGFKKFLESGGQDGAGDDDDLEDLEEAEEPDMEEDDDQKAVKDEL
TRPM1 prom inh – MITF TRPM1 promoter inhibition in SK-MEL-5 cells | AID 488899 | inhibition, % at 12.5 µM | SK-MEL-5 TRPM1 promoter luciferase, 24 h | actives 0.83% (n = 330,000);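 active means mean inhibition across replicates of 60% or more, whatever share of single replicates reaches that level; inconclusive means some that reach 60%, reason not given; inactive means mean inhibition across replicates below 60%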; further: values of inactives mirror those of a sister screen read the other way
Granule exo inh – lytic granule exocytosis inhibition; TALL-104 LAMP-1 surface exposure, flow cytometry; cells stimulated with thapsigargin and PMA; inhibition, % at 10 µM; actives 0.66% (n = 360,000); AID 651702;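 active means inhibition above about 55%, limit read from the data; inconclusive means no clear call, values can overlap the other calls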
hiPSC survival – enhancers of human iPSC single-cell survival; hiPSC single-cell survival, ATPlite luminescence; 100% = ROCK inhibitor wells, 0% = DMSO; survival enhancement, % at 20 µM; actives 0.044% (n = 360,000); AID 602274; in the data active means survival enhancement above about 18%;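 further: cells exposed to compounds for 16 hours before the ATP read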
Vif imaging – inhibitors of HIV Vif | HEK293T cells, Vif self-association by quenched fluorescence, imaging, 24 h | AID 602346 | inhibition, % at 7.49 µM | actives 0.35% (n = 340,000); in the data active means inhibition above about 50%, passing the limit was not always enough; inconclusive means no clear call, values can overlap the other calls; inactive means below about 31%; further: some results filed as inactive read as strong as hits
CaV13 FRET inh – Disruptors of the CACNA1D IQ motif to Ca2+-dependent inactivation inhibitor domain association, primary screening, Förster resonance energy transfer in intact living …. HEK cells, CFP/YFP FRET ICDI-IQ, plate reader, 10 min; percent FRET-ratio fall versus neutral wells. AID 743397. inhibition, % at 12.3 µM. actives 0.098% (n = 340,000);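 active means mean replicate inhibition of at least 30% and at least 1% of replicates passing that level; inconclusive means only one of the two criteria is met; inactive means neither criterion is met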;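 further: 0% = median of the neutral control wells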
Peg3 promoter – reduces Peg3 promoter-driven luciferase expression in HeLa. HeLa PEG-Prom luciferase reporter, luminescence, overnight. inhibition, % at 20 µM. actives 1.7% (n = 360,000). AID 588405;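 active means inhibition of at least 50% at 20 µM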
* marks the source's active call; other numbers are inactive results; ? = inconclusive; / = no result given.

SMILES | NR2E3 ag-1 | aDG glyco act | NR2E3 ag-2 | HIF-2a inh | PDI turbidity | TRPM1 prom inh | Granule exo inh | hiPSC survival | Vif imaging | CaV13 FRET inh | Peg3 promoter
Cc1ccc(C(=O)CCC(=O)OCC(=O)NNC(=O)c2ccccc2Cl)cc1 | -28 | 0.0 | 4 | -10 | 17 | 2 | -6 | -2.2 | 13 | -5 | -14
Cc1ccnc(NC(=O)c2ccc3[nH]c(=O)c(=O)[nH]c3c2)c1 | 4 | 0.0 | 1 | -3 | -1 | 5 | -4 | -0.3 | -5 | -3 | 2
CC[C@@H](C)[C@H](C(CC(=O)N1CCCC1[C@@H](OC)[C@H](C)C(=O)N[C@H](Cc1ccccc1)c1nccs1)OC)N(C)C(=O)[C@H](NC(=O)[C@@H](C(C)C)N(C)C)C(C)C (stereo partly specified) | 36 | -0.1 | / | 21 | 4 | 47 | -4 | -1.7 | -5 | -6 | -10
Cc1ccc(Oc2ccc(/C=N/O)cn2)cc1 | -48 | 0.0 | -3 | -174 | -9 | -47 | 1 | 0.9 | 10 | / | -155
O=C(Nc1ccc(S(=O)(=O)NCC2CCCO2)cc1)c1cnccn1 (stereo unspecified) | 1 | -0.1 | -1 | 14 | -5 | -1 | 0 | 1.4 | 0 | -2 | 4
Cn1c(=O)n(CCOc2ccc(Cl)cc2Cl)c2ccccc21 | 11 | 0.4 | 0 | -21 | 9 | -14 | -1 | -2.6 | 2 | / | -6
Cc1noc(C)c1CSCC(=O)Nc1cc(S(C)(=O)=O)ccc1Cl | -26 | -0.2 | 2 | 16 | 8 | 0 | 2 | -0.4 | 0 | -5 | 14
CNC(=O)Cn1nc(-c2ccc(C)cc2)c2ccccc2c1=O | 31 | 0.0 | -3 | 12 | 3 | 13 | -7 | 1.4 | -4 | -3 | 6
O=C(Cc1cccs1)NCc1ccc(Cl)cc1 | -16 | 0.2 | 0 | -73 | 4 | -13 | -6 | 0.6 | 2 | -7 | -28
O=C(O)c1ccccc1Nc1ccccc1C(=O)O | 10 | 0.1 | -7 | -3 | -7 | 16 | -2 | -0.3 | 1 | -8 | 15
O=S(=O)(c1ccc(Cl)cc1)N1CCN(c2nc(C(F)(F)F)nc3ccccc23)CC1 | -36 | 0.4 | / | 9 | 2 | / | -1 | 0.9 | / | -5 | 11
OCCNc1nc(NCCC2=CCCCC2)nc(N2CCOCC2)n1 | 47 | 1.1 | 0 | 27 | 4 | 1 | -4 | 2.5 | -4 | -4 | 23
CC1=C(C(=O)OCC2CCCO2)C(c2ccncc2)C2=C(CC(C)(C)CC2=O)N1 (stereo unspecified) | -3 | 0.1 | 4 | 8 | 0 | -7 | 1 | -1.3 | 15 | / | 2
O=C(O)c1ccc(-n2nnc3ccccc32)c([N+](=O)[O-])c1 | -23 | -0.1 | 0 | -6 | 2 | 0 | 1 | 0.1 | 8 | -4 | 0
COc1ccc(OC)c(S(=O)(=O)NC2CC2)c1 | -11 | -0.3 | -3 | 18 | 14 | 0 | -4 | -0.2 | -8 | -16 | 5
N#CC(=Cc1cccs1)c1nc(-c2ccc(Cl)cc2)cs1 | -20 | -0.6 | / | -130 | -5 | / | 0 | -2.6 | ? | -8 | -103
Nc1cc(=O)[nH]c(SCC(=O)NCCC2=CCCCC2)n1 | 0 | 0.1 | / | 16 | -1 | 5 | -12 | -1.7 | 8 | -5 | 4
O=[N+]([O-])c1cc(S(=O)(=O)Nc2ccccc2)ccc1N1CCN(c2ccccc2)CC1 | 32 | 0.3 | 0 | 28 | -41 | 11 | -1 | -1.4 | 4 | -2 | 32
Cc1ccc(Oc2ccc(S(=O)(=O)NCC(C)(C)N3CCOCC3)cc2)cc1 | 4 | 0.2 | 5 | 9 | -1 | 2 | 8 | 0.0 | -5 | -7 | 16
O=C(CN1C(=O)CC(c2ccccc2)S(=O)(=O)c2ccccc21)N1CCCCC1 (stereo unspecified) | -15 | -0.2 | 5 | 2 | 0 | -5 | -7 | -1.9 | -2 | 4 | 3
CCOC(=O)Nc1ccc(C(N)=O)cc1 | -7 | -0.2 | 4 | -14 | 0 | 1 | -1 | -1.5 | 6 | -5 | 4
COc1ccccc1C(=O)NCC(=O)N=Nc1c(O)n(C(C)C)c2ccccc12 | -7 | 0.0 | 1 | -43 | 9 | 2 | 1 | 1.6 | -1 | -6 | -6
CC(NC(=O)C(NC(=O)C(Cc1c[nH]c2ccccc12)NC(=O)OC(C)(C)C)C(C)C)C(N)=O (stereo unspecified) | -43 | -0.4 | 2 | 8 | -3 | 7 | 0 | -0.1 | 2 | -4 | -6
CCN(CC)S(=O)(=O)c1ccc(NC(=O)CSc2nc3nc(C)cc(C)c3c(=O)[nH]2)cc1 | 25 | 0.0 | / | 25 | -9 | / | 6 | -0.1 | -3 | -6 | 26
COc1ccc(NC(=O)COc2ccccc2)cc1Cl | -7 | 0.2 | 4 | -94 | 4 | -26 | -4 | -0.5 | 1 | -1 | -60
COc1cccc(/C(O)=C/c2nc3ccc(C(=O)NCCc4ccc(Cl)cc4)cc3[nH]c2=O)c1 | -21 | -0.4 | / | 5 | 7 | 45 | 3 | -1.7 | -2 | -4 | 55*
COc1cccc(CNC(=O)c2cccc(Br)c2)c1 | 2 | 0.7 | 2 | -14 | -14 | -4 | 1 | -1.3 | -8 | -4 | -19
CCn1c(=S)[nH]c2cc(S(=O)(=O)N3CCOCC3)ccc21 | -3 | -0.2 | / | 0 | -2 | -15 | -14 | 3.6 | 12 | -10 | -14
O=C(Nc1nccs1)c1ccc(S(=O)(=O)N2CCOCC2)cc1 | 9 | 0.1 | 4 | -44 | 6 | -15 | 0 | -0.6 | 3 | -5 | -12
COc1ccc(C)cc1NC(=O)Nc1ccc(Br)cn1 | -28 | -0.2 | -2 | -16 | -2 | 9 | -2 | 1.7 | -2 | -5 | 6

A stretch taken from the entries so far, as a working copy:
SMILES | NR2E3 ag-1 | aDG glyco act | NR2E3 ag-2 | HIF-2a inh | PDI turbidity | TRPM1 prom inh | Granule exo inh | hiPSC survival | Vif imaging | CaV13 FRET inh | Peg3 promoter
OCCNc1nc(NCCC2=CCCCC2)nc(N2CCOCC2)n1 | 47 | 1.1 | 0 | 27 | 4 | 1 | -4 | 2.5 | -4 | -4 | 23
CC1=C(C(=O)OCC2CCCO2)C(c2ccncc2)C2=C(CC(C)(C)CC2=O)N1 (stereo unspecified) | -3 | 0.1 | 4 | 8 | 0 | -7 | 1 | -1.3 | 15 | / | 2
O=C(O)c1ccc(-n2nnc3ccccc32)c([N+](=O)[O-])c1 | -23 | -0.1 | 0 | -6 | 2 | 0 | 1 | 0.1 | 8 | -4 | 0
COc1ccc(OC)c(S(=O)(=O)NC2CC2)c1 | -11 | -0.3 | -3 | 18 | 14 | 0 | -4 | -0.2 | -8 | -16 | 5
N#CC(=Cc1cccs1)c1nc(-c2ccc(Cl)cc2)cs1 | -20 | -0.6 | / | -130 | -5 | / | 0 | -2.6 | ? | -8 | -103
Nc1cc(=O)[nH]c(SCC(=O)NCCC2=CCCCC2)n1 | 0 | 0.1 | / | 16 | -1 | 5 | -12 | -1.7 | 8 | -5 | 4
O=[N+]([O-])c1cc(S(=O)(=O)Nc2ccccc2)ccc1N1CCN(c2ccccc2)CC1 | 32 | 0.3 | 0 | 28 | -41 | 11 | -1 | -1.4 | 4 | -2 | 32

New compounds follow.
SMILES | NR2E3 ag-1 | aDG glyco act | NR2E3 ag-2 | HIF-2a inh | PDI turbidity | TRPM1 prom inh | Granule exo inh | hiPSC survival | Vif imaging | CaV13 FRET inh | Peg3 promoter
Cc1ccc(S(=O)(=O)c2ccc(Oc3ccccc3)cc2)cc1 | 3 | 0.1 | 3 | -1 | -4 | 7 | -2 | -1.1 | -22 | -4 | 11
N#Cc1nc(COc2ccccc2)oc1N1CCCCC1 | -38 | 0.2 | 2 | -162 | / | -39 | -2 | 2.4 | 0 | -2 | -72
Fc1ccccc1-c1csc(-c2cccnc2)n1 | -42 | 0.0 | -1 | -205 | 1 | -43 | -5 | 0.1 | 1 | -3 | -218
CCC(=O)N1CCCC(C)(C(=O)NS(=O)(=O)c2cccs2)C1 (stereo unspecified) | 12 | 0.2 | / | 1 | -4 | / | 10 | 1.0 | 1 | -6 | 13
O=C(CN1CC[n+]2c(-c3cccs3)csc21)c1ccc(-c2ccccc2)cc1 | -19 | -0.2 | 0 | -9 | -14 | 36 | 5 | 0.7 | -8 | -2 | -16
CCC(C)(C)C1CCC2(CC1)NC(=O)N(CC(=O)NCCCc1ccccc1)C2=O (stereo unspecified) | 14 | 0.5 | 1 | 7 | -5 | -12 | 4 | 0.4 | -2 | -4 | 28
O=C(N=Nc1c(O)[nH]c2ccccc12)c1cc(-c2ccc(F)cc2)n[nH]1 | -19 | -0.5 | -1 | -30 | 0 | 1 | -8 | 0.0 | 4 | -5 | -1
O=C(CC(=O)Nc1cccc(Cl)c1Cl)Nc1cccc(Cl)c1Cl | -31 | -0.1 | -3 | -4 | 4 | 6 | -11 | -0.5 | 11 | -4 | 10
CC(C)c1csc(CN2CCC(N3CCC(C(=O)N4CCOCC4)CC3)CC2)n1 | -20 | 2.1 | 3 | 10 | 2 | 8 | -2 | -0.5 | -6 | -7 | 17
CCCCn1c(N)c(N(CCC(C)C)C(=O)c2ccc(C)o2)c(=O)[nH]c1=O | -15 | 0.0 | 2 | 15 | 3 | 3 | -3 | 1.6 | 42 | -2 | 1
COc1ccc(CN(C(=O)Cn2nnc3ccccc32)C(C(=O)NC(C)(C)C)c2ccco2)cc1 (stereo unspecified) | -34 | 0.4 | 1 | 6 | 3 | 8 | 2 | -2.4 | 5 | -8 | 13
O=C(CCN=C1NS(=O)(=O)c2ccccc21)Nc1ccc(F)cc1Cl | 16 | 0.0 | / | -5 | -9 | 4 | -6 | 0.3 | 4 | -5 | -24
O=C(c1cc(-c2ccccc2)on1)N(Cc1cccnc1)C(c1ccccn1)c1nc2ccccc2[nH]1 (stereo unspecified) | 4 | 2.6 | / | 5 | / | / | -1 | 2.6 | / | -7 | 10
CCn1c(CNC(=O)c2ccco2)nnc1SCC(=O)c1ccc(OC)cc1 | 37 | 0.5 | 3 | 17 | -6 | 5 | 2 | -0.3 | -8 | -18 | -2

Bioassay records: PubChem, several laboratories
